Source: PubChem BioAssay (National Center for Advancing Translational Sciences (NCATS))
Tau ThT inhib: qHTS for Inhibitors of Tau Fibril Formation, Thioflavin T Binding; AID 1460, 2008; Potency, µM (series often up to 57.4 µM), inactives show at the highest dose activity, negative = inhibition, usual class: inhibitors; recombinant tau K18 P301L, heparin-induced fibrillization, ThT fluorescence; Microtubule-associated protein tau (Homo sapiens), P10636; actives 2.1% (n = 270,000); also: nearly all actives have a fitted effect of over 55% in size
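Recombinant human tau K18 fragment […] carrying P301L, 15 uM unlabeled plus 0.24 uM Alexa 594-labeled, was fibrillized with 20 uM heparin in 100 mM sodium acetate pH 7 for 6 hr at 37 C; 30 uM ThT fluorescence read after 1 hr.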
Tau fluor cs: Counterscreen qHTS for Inhibitors of Tau Fibril Formation, Fluorescence Polarization; Potency, µM (highest dose often 57.7 µM), for inactives: at the top dose activity change, negative = decrease; tau K18 P301L Alexa594 fluorescence, heparin fibrillization; actives 0.93% (n = 280,000); also: nearly all actives have a fitted effect of over 55% in size
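Human tau K18 P301L (15 uM unlabeled, 0.24 uM Alexa 594-labeled) in 100 mM sodium acetate pH 7 with 20 uM heparin, 6 hr at 37 C. ThT 30 uM added, 1 hr ambient; Alexa 594 FP and total fluorescence read at 555/632 nm.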
TRb-SRC2 inh: qHTS for Inhibitors of the Interaction of Thyroid Hormone Receptor and Steroid Receptor Coregulator 2 | Thyroid hormone receptor beta (Homo sapiens), P10828 | TRbeta-SRC2 peptide binding, fluorescence polarization; receptor liganded with 1 µM T3 | Potency, µM (highest dose often 106 µM), without a hit: at the highest dose activity change, negative = inhibition, hits mostly inhibitors | actives 0.065% (n = 280,000) | AID 1469, 2008;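 also: plate controls were bound peptide for no effect and peptide without receptor for full effect; nearly all actives have a fitted effect of over 50% in size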
Target sequence (P10828 whole entry, looked up): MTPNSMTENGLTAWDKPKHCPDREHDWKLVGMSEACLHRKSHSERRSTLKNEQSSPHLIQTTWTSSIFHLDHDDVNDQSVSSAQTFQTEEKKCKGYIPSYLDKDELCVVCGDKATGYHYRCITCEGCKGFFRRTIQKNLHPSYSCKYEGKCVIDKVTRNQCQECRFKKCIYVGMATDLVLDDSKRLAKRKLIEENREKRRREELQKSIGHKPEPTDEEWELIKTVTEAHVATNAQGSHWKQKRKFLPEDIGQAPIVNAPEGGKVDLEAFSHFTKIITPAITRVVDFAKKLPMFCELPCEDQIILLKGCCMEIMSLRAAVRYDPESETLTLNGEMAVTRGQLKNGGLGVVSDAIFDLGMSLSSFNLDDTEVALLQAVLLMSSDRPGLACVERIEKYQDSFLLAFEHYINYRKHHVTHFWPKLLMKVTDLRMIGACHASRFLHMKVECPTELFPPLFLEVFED
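Binding of a 20-amino-acid Texas Red SRC2 peptide (20 nM) to TRb ligand-binding domain (0.6 uM) with agonist T3 at 1 uM was followed by fluorescence polarization after a 5 hr room-temperature incubation.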
Tau FP inhib: qHTS for Inhibitors of Tau Fibril Formation, Fluorescence Polarization; K18 P301L tau heparin fibrillization, Alexa594 FP, 6 h; Potency, µM (titrated, usually from 57.7 µM), for inactives: at the top dose activity, negative = inhibition, most hits filed as inhibitors; actives 0.39% (n = 280,000); also: nearly all actives have a fitted effect of over 55% in size
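FP of Alexa 594-tau after heparin (20 uM) induction. Substrate: human K18 P301L, 15 uM unlabeled, 0.24 uM labeled. Buffer 100 mM sodium acetate pH 7. 6 hr, 37 C.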
aGal spleen mod: qHTS Assay for Inhibitors and Activators of Human alpha-Galactosidase From Spleen Homogenate; Alpha-galactosidase A (Homo sapiens), P06280; human spleen homogenate, 4MU-alpha-Gal fluorescence, 40 min; Potency, µM (series often up to 80 µM), for the others: at the top dose activity change, negative = inhibition, hits mostly inhibitors; actives 0.008% (n = 240,000); AID 2107, 2009;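 also: 0% = enzyme with vehicle and -100% = no enzyme basal signal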
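Inhibition or activation of alpha-galactosidase in human spleen homogenate is scored by 4-MU fluorescence after 40 min at 37C, pH 5.0, with 1 mM substrate. AC50s come from concentration-response fitted to the Hill equation.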
L3MBTL1 inh: qHTS Assay for the Inhibitors of L3MBTL1 | Potency, µM (titrated, usually from 57.1 µM), for the others: at the top dose activity, negative = inhibition, actives largely listed as inhibitors | actives 0.66% (n = 230,000) | Lethal(3)malignant brain tumor-like protein 1 (Homo sapiens), Q9Y468 | AID 485360, 2010 | AlphaScreen L3MBTL1–H3K9me1 peptide binding; also: nearly all actives have a fitted effect of over 60% in size
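AlphaScreen assay: L3MBTL1 (50 nM final) was preincubated 30 min at room temperature with biotinylated H3(1-15)K9me1 peptide (75 nM final), then 30 min with library compounds; streptavidin donor and nickel chelate acceptor beads (10 ug/mL final) added, 30 min dark.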
TexasRed fluor: Total Fluorescence Counterscreen for Inhibitors of the Interaction of Thyroid Hormone Receptor and Steroid Receptor Coregulator 2. Potency, µM (top dose mostly 106 µM), inactives show at the top dose fluorescence change, negative = quenching. TRb/SRC2 Texas Red total fluorescence interference. AID 1479, 2009. actives 0.29% (n = 280,000); active = well fitted curve in either direction with a large enough effect; inconclusive = small, poorly fitted or top-dose-only effect
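Human TRb ligand-binding domain at 0.6 uM with 20 nM Texas Red SRC2 peptide in Tris buffer containing 1 uM T3 and 5% DMSO, incubated with compound 5 h at ambient temperature. Total fluorescence (555/632 nm) calculated as parallel + 2 × perpendicular.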
ALDH1A1 inh: qHTS Assay for Inhibitors of Aldehyde Dehydrogenase 1 (ALDH1A1); AID 1030, 2008; Aldehyde dehydrogenase 1A1 (Homo sapiens), P00352; Potency, µM (titrated, usually from 75.3 µM), inactives show top-dose activity, negative = inhibition, hits mostly inhibitors; Purified ALDH1A1, NADH fluorescence, propionaldehyde substrate; actives 7.3% (n = 220,000); active = well fitted inhibition curve with a large enough effect, not every such curve was filed as active; inconclusive = small, poorly fitted or top-dose-only effect, or another doubt; inactive = no such curve, though single readings can be large or run the other way;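 also: plate controls were no enzyme wells and a reference inhibitor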
Target sequence (P00352 whole entry, looked up): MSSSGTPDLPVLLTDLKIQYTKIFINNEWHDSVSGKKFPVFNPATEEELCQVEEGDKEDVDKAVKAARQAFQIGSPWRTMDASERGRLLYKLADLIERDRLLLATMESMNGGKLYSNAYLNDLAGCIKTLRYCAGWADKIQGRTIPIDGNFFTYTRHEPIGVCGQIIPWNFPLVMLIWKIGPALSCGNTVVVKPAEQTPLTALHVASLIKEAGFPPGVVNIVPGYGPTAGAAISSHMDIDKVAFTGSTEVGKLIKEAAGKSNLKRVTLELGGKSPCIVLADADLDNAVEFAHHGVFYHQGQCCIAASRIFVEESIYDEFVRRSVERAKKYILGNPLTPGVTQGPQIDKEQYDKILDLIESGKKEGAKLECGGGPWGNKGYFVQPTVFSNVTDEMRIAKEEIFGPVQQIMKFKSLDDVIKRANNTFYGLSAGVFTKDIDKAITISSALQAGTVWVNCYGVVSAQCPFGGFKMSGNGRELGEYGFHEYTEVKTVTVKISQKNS
The depositor's hits bear a star; [ ] = dose if it differs, or a comment. Unless noted, calls follow the shape of the dose curve; as a rule, active = well fitted curve in the direction sought with a large enough effect; inconclusive = small, poorly fitted or top-dose-only effect, or another doubt; inactive = no such curve, though single readings can be large; an effect the other way counts as inactive or inconclusive. Unless noted, % is scaled to controls: 0 for no effect and ±100 for the full control effect; potency is read from the fitted curve at half-maximal effect. No enrichment for hits, and some 8.5% of all compounds hit somewhere here.

What do the screens show for `CCOC(=O)c1ccc(NC(=S)Nc2cc(C)cc(C)n2)cc1`?
Tau ThT inhib: -11%; Tau fluor cs: -10%; TRb-SRC2 inh: 5%; Tau FP inhib: -6%; aGal spleen mod: -6%; L3MBTL1 inh: 4%; TexasRed fluor: -3%; ALDH1A1 inh: 9%

What do the screens show for `CCCCn1c(=NC(=O)C(C)(C)Oc2ccc(Cl)cc2)c(C(=O)OCC)cc2c(=O)n3ccccc3nc21`?
Tau ThT inhib: -13%; Tau fluor cs: -15%; TRb-SRC2 inh: 8%; Tau FP inhib: 3%; TexasRed fluor: 0%

How did Cc1ccccc1NC(=O)N1C2CCC1CC(O)(c1cccnc1)C2 (centres undefined) do in these assays?
Tau ThT inhib: -11%; Tau fluor cs: 0%; TRb-SRC2 inh: -4%; Tau FP inhib: 1%; aGal spleen mod: -8%; L3MBTL1 inh: -5%; TexasRed fluor: -1%; ALDH1A1 inh: 8%

How did CCn1c(SCc2nc3ccccc3s2)nnc1-c1ccccc1 do in these assays?
Tau ThT inhib: inconclusive; Tau fluor cs: -11%; TRb-SRC2 inh: -8%; Tau FP inhib: 0%; aGal spleen mod: -4%; TexasRed fluor: -6%; ALDH1A1 inh: inconclusive

How did CCc1ccc(CC2(O)CC(C)N(C)CC2C)cc1 (centres undefined) do in these assays?
Tau ThT inhib: -1%; Tau fluor cs: -4%; TRb-SRC2 inh: 4%; Tau FP inhib: 1%; aGal spleen mod: -28%; L3MBTL1 inh: 4%; TexasRed fluor: -1%; ALDH1A1 inh: 8%

What do the screens show for `O=C(NCc1ccccc1)C(=O)Nc1c2c(nn1-c1ccc(F)cc1)CSC2`?
Tau ThT inhib: -8%; Tau fluor cs: 2%; TRb-SRC2 inh: 5%; Tau FP inhib: -6%; TexasRed fluor: 2%

What do the screens show for `CN(C)CCC(O)c1ccccc1` (centres undefined)?
Tau ThT inhib: 1%; Tau fluor cs: 0%; TRb-SRC2 inh: 3%; Tau FP inhib: -2%; aGal spleen mod: -3%; L3MBTL1 inh: -7%; TexasRed fluor: -1%

How did Cc1c(C=O)c2ccccc2n1CC(=O)NCc1ccc2c(c1)OCO2 do in these assays?
Tau ThT inhib: 4%; Tau fluor cs: 8%; TRb-SRC2 inh: 3%; Tau FP inhib: 8%; aGal spleen mod: -7%; L3MBTL1 inh: -1%; TexasRed fluor: -4%; ALDH1A1 inh: -2%

How did CCOc1cc(/C=C/C(=O)OCC(=O)NC2CCS(=O)(=O)C2)ccc1OCc1ccccc1 (centres undefined) do in these assays?
Tau ThT inhib: -17%; Tau fluor cs: -22%; TRb-SRC2 inh: 10%; Tau FP inhib: -8%; aGal spleen mod: 4%; TexasRed fluor: 3%; ALDH1A1 inh: inconclusive

What do the screens show for `COc1ccc(C(=O)Nc2ccc(NC(=O)c3ccco3)c(Cl)c2)cc1OC`?
Tau ThT inhib: inconclusive; Tau fluor cs: -4%; TRb-SRC2 inh: -4%; Tau FP inhib: 3%; aGal spleen mod: -7%; L3MBTL1 inh: -1%; TexasRed fluor: -2%; ALDH1A1 inh: inconclusive

Results for NCCCCCCCCCCN ?
Tau ThT inhib: -5%; Tau fluor cs: -8%; TRb-SRC2 inh: -6%; Tau FP inhib: 3%; aGal spleen mod: 3%; TexasRed fluor: -3%; ALDH1A1 inh: 5%

Results for Cc1cc(C)n(-c2cccc(F)n2)n1 ?
Tau ThT inhib: -2%; Tau fluor cs: -9%; TRb-SRC2 inh: -2%; Tau FP inhib: inconclusive; aGal spleen mod: 3%; L3MBTL1 inh: 8%; TexasRed fluor: -1%; ALDH1A1 inh: 9%

What do the screens show for `Cc1cccc(C)c1NC(=O)CCS(=O)(=O)c1cccc2nsnc12`?
Tau ThT inhib: inconclusive; Tau fluor cs: inconclusive; TRb-SRC2 inh: 4%; Tau FP inhib: inconclusive; aGal spleen mod: 4%; TexasRed fluor: 0%; ALDH1A1 inh: inconclusive

Results for FC(F)(F)c1cccc(OCCN2CCN(Cc3ccccc3)CC2)c1 ?
Tau ThT inhib: -2%; Tau fluor cs: -6%; TRb-SRC2 inh: 1%; Tau FP inhib: 11%; aGal spleen mod: -2%; L3MBTL1 inh: 0%; TexasRed fluor: -4%; ALDH1A1 inh: inconclusive

Results for Cn1c(=O)c(=O)n(C)c2cc(S(=O)(=O)N3CCc4ccccc43)ccc21 ?
Tau ThT inhib: -12%; Tau fluor cs: -8%; TRb-SRC2 inh: -8%; Tau FP inhib: 4%; aGal spleen mod: -6%; L3MBTL1 inh: 8%; TexasRed fluor: 0%; ALDH1A1 inh: 3%

How did Cc1cc(CNC(=O)c2ccc(C)c([N+](=O)[O-])c2)c2ccccc2n1 do in these assays?
Tau ThT inhib: -13%; Tau fluor cs: -15%; TRb-SRC2 inh: 2%; Tau FP inhib: -3%; aGal spleen mod: 1%; L3MBTL1 inh: -1%; TexasRed fluor: 0%; ALDH1A1 inh: inconclusive

Results for Nc1nonc1N/N=C/c1c(O)ccc2ccccc12 ?
Tau ThT inhib: inconclusive; Tau fluor cs: 10µM*[quencher]; TRb-SRC2 inh: 0%; Tau FP inhib: 5%; aGal spleen mod: 6%; L3MBTL1 inh: -20%; TexasRed fluor: -4%; ALDH1A1 inh: -3%

How did CC(C)Nc1nc(-c2ccccn2)nc(-c2ccccc2)c1C#N do in these assays?
Tau ThT inhib: -3%; Tau fluor cs: -13%; TRb-SRC2 inh: -3%; Tau FP inhib: inconclusive; aGal spleen mod: 2%; L3MBTL1 inh: 5%; TexasRed fluor: 0%; ALDH1A1 inh: -9%

What do the screens show for `C#CC[N+]1(CC#Cc2cccc(C)c2)CCCCC1`?
Tau ThT inhib: -6%; Tau fluor cs: -5%; TRb-SRC2 inh: 4%; Tau FP inhib: 1%; aGal spleen mod: 9%; TexasRed fluor: -2%; ALDH1A1 inh: 2%

Results for Cn1c(=O)c2c(nc(NCCO)n2C)n(C)c1=O ?
Tau ThT inhib: 3%; Tau fluor cs: 4%; TRb-SRC2 inh: 1%; Tau FP inhib: 5%; aGal spleen mod: -5%; TexasRed fluor: -6%; ALDH1A1 inh: 5%

How did Cc1cccc(C)c1NC(=O)Cn1nc(C)c2sc3ccccc3c2c1=O do in these assays?
Tau ThT inhib: -13%; Tau fluor cs: -13%; TRb-SRC2 inh: 2%; Tau FP inhib: 0%; TexasRed fluor: -1%

How did Cn1c(CN2CCN(CCO)CC2)c(C#N)c2ccccc21 do in these assays?
Tau ThT inhib: -1%; Tau fluor cs: -6%; TRb-SRC2 inh: -9%; Tau FP inhib: 1%; aGal spleen mod: -3%; L3MBTL1 inh: -1%; TexasRed fluor: -1%

What do the screens show for `Cc1ccc(C(=O)COC(=O)CNC(=O)c2ccc(Br)o2)cc1[N+](=O)[O-]`?
Tau ThT inhib: -16%; Tau fluor cs: -21%; TRb-SRC2 inh: 2%; Tau FP inhib: -16%; aGal spleen mod: 4%; L3MBTL1 inh: 2%; TexasRed fluor: 1%

How did COc1cc(OC)cc(C(=O)N[C@@H](CCSC)c2nc3ccccc3[nH]2)c1 do in these assays?
Tau ThT inhib: -6%; Tau fluor cs: -11%; TRb-SRC2 inh: 4%; Tau FP inhib: 0%; aGal spleen mod: -10%; TexasRed fluor: -1%; ALDH1A1 inh: -9%

What do the screens show for `Cc1ccc(S(=O)(=O)N(C)C)cc1NC(=O)COC(=O)c1ccc2c(c1)OCO2`?
Tau ThT inhib: -6%; Tau fluor cs: -6%; TRb-SRC2 inh: 2%; Tau FP inhib: 1%; aGal spleen mod: 2%; L3MBTL1 inh: -10%; TexasRed fluor: 4%; ALDH1A1 inh: 2%

What do the screens show for `COC(C)(C)[C@H](O)COc1c2ccoc2cc2oc(=O)ccc12`?
Tau ThT inhib: -7%; Tau fluor cs: -8%; TRb-SRC2 inh: -5%; Tau FP inhib: 10%; aGal spleen mod: 0%; L3MBTL1 inh: -2%; TexasRed fluor: -1%; ALDH1A1 inh: 0%

What do the screens show for `Cc1ccccc1C(=O)Nc1ccc(N2CCOCC2)nc1`?
Tau ThT inhib: -14%; Tau fluor cs: 1%; TRb-SRC2 inh: 1%; Tau FP inhib: 7%; aGal spleen mod: 1%; L3MBTL1 inh: 4%; TexasRed fluor: 1%; ALDH1A1 inh: 4%

Results for Cc1ccc(/C=N/c2sc3c(c2C#N)CCCCC3)o1 ?
Tau ThT inhib: inconclusive; Tau fluor cs: -16%; TRb-SRC2 inh: 8%; Tau FP inhib: 0%; aGal spleen mod: 4%; L3MBTL1 inh: -5%; TexasRed fluor: 3%; ALDH1A1 inh: inconclusive

What do the screens show for `C=CCOC(=O)C1=C[C@@H](c2ccccc2)C[C@@H](OCc2ccc(CO)cc2)O1`?
Tau ThT inhib: -8%; Tau fluor cs: -3%; TRb-SRC2 inh: -3%; Tau FP inhib: 2%; aGal spleen mod: 1%; L3MBTL1 inh: 20%; TexasRed fluor: -2%; ALDH1A1 inh: 10µM*

Results for Cc1ccc2c(c1)N(C(=O)N1CCC(C(=O)NCc3ccccc3C)CC1)CC(C)O2 (centres undefined) ?
Tau ThT inhib: -15%; Tau fluor cs: inconclusive; TRb-SRC2 inh: -6%; Tau FP inhib: 3%; TexasRed fluor: 2%
